Source: PubChem BioAssay (National Center for Advancing Translational Sciences (NCATS))
Tau fluor cs – Counterscreen qHTS for Inhibitors of Tau Fibril Formation, Fluorescence Polarization | Potency, µM (series often up to 57.7 µM), inactives show at the top dose activity change, negative = decrease | tau K18 P301L (four-repeat tau fragment) Alexa594 fluorescence, heparin fibrillization | 280,000 tested, 0.93% active | AID 1463, 2008; also: potency is read from the fitted curve at half-maximal effect; % is scaled to controls: 0 for no effect and ±100 for the full control effect; nearly all actives have a fitted effect of over 55% in size
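Human K18 P301L tau (15 uM unlabeled plus 0.24 uM Alexa 594-labeled, final) in 100 mM sodium acetate pH 7 was mixed with compound and 20 uM heparin and incubated 6 hr at 37 C.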
Epigenetic derep – Quantitative High-Throughput Screen for Regulators of Epigenetic Control | murine LDR cells, GFP reporter derepression, 30 h | Potency, µM (highest dose often 53.9 µM), without a hit: top-dose GFP activation, hits mostly activators | 280,000 tested, 0.2% active | AID 1865, 2009; also: potency is read from the fitted curve at half-maximal effect; % of control where 0% means no effect; nearly all actives have a fitted effect of over 60% in size
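Readout is the number of GFP-expressing murine LDR cells, counted by cytometry following washing. Cells were treated with compound for 30 h at 37 C; the stably integrated CMV-GFP locus is normally silent.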
CBFb-RUNX1 inh – qHTS Assay for Compounds Blocking the Interaction Between CBF-beta and RUNX1 for the Treatment of Acute Myeloid Leukemia; Runt-related transcription factor 1 (Homo sapiens) + Core-binding factor subunit beta …; AlphaScreen CBFb-His/RUNX1-biotin binding, biochemical; Potency, µM (highest dose often 59.8 µM), for inactives: top-dose activity, negative = inhibition, usual class: inhibitors; 230,000 tested, under 10 active; AID 1477, 2009; also: % of control where 0% means no effect
Target sequence (Q01196 whole entry, looked up): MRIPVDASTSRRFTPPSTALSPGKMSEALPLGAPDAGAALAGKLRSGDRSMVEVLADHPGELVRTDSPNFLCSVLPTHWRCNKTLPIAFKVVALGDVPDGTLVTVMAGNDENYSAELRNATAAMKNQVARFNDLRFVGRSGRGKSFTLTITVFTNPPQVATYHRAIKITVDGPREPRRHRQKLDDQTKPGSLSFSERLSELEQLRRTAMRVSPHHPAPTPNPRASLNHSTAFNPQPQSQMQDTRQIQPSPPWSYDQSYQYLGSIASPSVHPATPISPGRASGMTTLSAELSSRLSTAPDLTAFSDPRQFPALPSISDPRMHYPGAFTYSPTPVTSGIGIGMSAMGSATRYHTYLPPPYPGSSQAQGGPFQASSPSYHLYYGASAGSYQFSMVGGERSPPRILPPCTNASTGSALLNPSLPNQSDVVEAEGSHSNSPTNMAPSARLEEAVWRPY
Target sequence (Q13951 whole entry, looked up): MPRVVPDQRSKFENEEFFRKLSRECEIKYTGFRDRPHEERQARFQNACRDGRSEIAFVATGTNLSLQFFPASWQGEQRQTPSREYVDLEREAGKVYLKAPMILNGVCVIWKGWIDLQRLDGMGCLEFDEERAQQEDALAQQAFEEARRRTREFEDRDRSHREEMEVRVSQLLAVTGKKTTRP
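Room-temperature protein-protein interaction test with 30 nM each of His-tagged CBF-beta and biotinylated RUNX1, 15 min with compound, then 90 min with nickel plus streptavidin beads. Signal read in AlphaScreen mode.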
TRb-SRC2 inh – qHTS for Inhibitors of the Interaction of Thyroid Hormone Receptor and Steroid Receptor Coregulator 2. TRbeta-SRC2 peptide binding, fluorescence polarization; receptor liganded with 1 µM T3. 280,000 tested, 0.065% active. Potency, µM (highest dose often 106 µM), for the others: top-dose activity change, negative = inhibition, usual class: inhibitors. AID 1469, 2008;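 also: potency is read from the fitted curve at half-maximal effect; plate controls were bound peptide for no effect and peptide without receptor for full effect; nearly all actives have a fitted effect of over 50% in size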
Target sequence (P10828 whole entry, looked up): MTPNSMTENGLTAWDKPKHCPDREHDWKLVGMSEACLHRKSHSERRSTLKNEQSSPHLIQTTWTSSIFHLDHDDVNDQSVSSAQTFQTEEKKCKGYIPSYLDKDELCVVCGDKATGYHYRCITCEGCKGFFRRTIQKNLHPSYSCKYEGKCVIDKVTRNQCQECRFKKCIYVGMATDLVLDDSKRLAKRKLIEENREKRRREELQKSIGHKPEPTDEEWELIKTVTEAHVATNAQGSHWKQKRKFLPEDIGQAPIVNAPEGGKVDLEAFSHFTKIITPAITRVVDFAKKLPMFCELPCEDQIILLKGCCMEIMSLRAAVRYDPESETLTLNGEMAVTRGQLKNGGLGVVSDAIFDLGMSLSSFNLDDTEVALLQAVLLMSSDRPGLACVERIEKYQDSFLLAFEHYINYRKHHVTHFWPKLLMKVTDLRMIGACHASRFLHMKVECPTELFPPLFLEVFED
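Each compound concentration gave % activity, normalized to unbound and bound Texas Red SRC2 controls, from polarization read after 5 hr ambient incubation with T3-loaded human TRb LBD.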
NPSR antag – qHTS Assay for Antagonists of the Neuropeptide S Receptor: cAMP Signal Transduction. AID 1461, 2008. CHO-NPSR cells, cAMP TR-FRET, antagonist mode. Potency, µM (highest dose often 38.3 µM), for the others: at the top dose activity change, negative = inhibition, usual class: inhibitors. 220,000 tested, 1% active; also: potency is read from the fitted curve at half-maximal effect; % is scaled to controls: 0 for no effect and ±100 for the full control effect; nearly all actives have a fitted effect of over 50% in size; many of its hits are not listed in these tables
aGal spleen mod – qHTS Assay for Inhibitors and Activators of Human alpha-Galactosidase From Spleen Homogenate. human spleen homogenate, 4MU-alpha-Gal fluorescence, 40 min. Potency, µM (series often up to 80 µM), for inactives: at the highest dose activity change, negative = inhibition, hits mostly inhibitors. 240,000 tested, 0.008% active. AID 2107, 2009;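 also: potency is read from the fitted curve at half-maximal effect; 0% = enzyme with vehicle and -100% = no enzyme basal signal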
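Fluorogenic readout (Ex 365/Em 440 nm) of 4-methylumbelliferone released from 1 mM 4-MU-alpha-galactoside by spleen homogenate, 40 min at 37C, pH 5.0. Data normalized to no-enzyme and enzyme controls; Hill-equation AC50 from compound titrations.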
TR SRC2 fluor cs – Total Fluorescence Counterscreen for Inhibitors of the Interaction of Thyroid Hormone Receptor and Steroid Receptor Coregulator 2; TRb/SRC2 Texas Red total fluorescence interference; Potency, µM (series often up to 106 µM), inactives show at the highest dose fluorescence change, negative = quenching; 280,000 tested, 0.29% active; AID 1479, 2009; active = well fitted curve in either direction with a large enough effect; inconclusive = small, poorly fitted or top-dose-only effect; also: potency is read from the fitted curve at half-maximal effect; % is scaled to controls: 0 for no effect and ±100 for the full control effect
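Flags fluorescent or light-absorbing compounds by total fluorescence, S + 2P, at 555 nm excitation and 632 nm emission. Mixture: 20 nM Texas Red SRC2 peptide, 0.6 uM human TRb LBD, 1 uM T3, 5% DMSO; compound exposure 5 h at ambient temperature.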
Tau FP inhib – qHTS for Inhibitors of Tau Fibril Formation, Fluorescence Polarization. 280,000 tested, 0.39% active. Microtubule-associated protein tau (Homo sapiens), P10636. K18 P301L tau heparin fibrillization, Alexa594 FP, 6 h. Potency, µM (series often up to 57.7 µM), for the others: at the top dose activity, negative = inhibition, most hits filed as inhibitors; also: potency is read from the fitted curve at half-maximal effect; % is scaled to controls: 0 for no effect and ±100 for the full control effect; nearly all actives have a fitted effect of over 55% in size
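Recombinant K18 P301L […], labeled with Alexa 594 at 0.24 uM over 15 uM unlabeled; heparin inducer 20 uM final; 37 C, 6 hr; FP endpoint.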
The depositor's hits bear a star; ? = inconclusive; . = not tested or not shown; [ ] = dose if it differs, or a comment. Unless noted, calls follow the shape of the dose curve; as a rule, active = well fitted curve in the direction sought with a large enough effect; inconclusive = small, poorly fitted or top-dose-only effect, or another doubt; inactive = no such curve, though single readings can be large; an effect the other way counts as inactive or inconclusive.

Each structure is followed by: Tau fluor cs	Epigenetic derep	CBFb-RUNX1 inh	TRb-SRC2 inh	NPSR antag	aGal spleen mod	TR SRC2 fluor cs	Tau FP inhib
1: COc1ccc(NS(=O)(=O)c2coc(C(N)=O)c2)cc1Cl
    3.2%	0.0%	-1.6%	2.1%	6.5%[46.1 µM]	0.0%	-1.4%	4.0%
2: COc1cccc(-n2c(=O)[nH]cc(C(=O)Nc3ccc(NC(C)=O)cc3)c2=O)c1
    -1.2%	0.0%	13.6%	-2.5%	-3.5%[46.1 µM]	2.8%	-2.6%	6.6%
3: C=C(C)C(=O)Nc1cccc(C2=NOC3(C2)C[C@@H](C(N)=O)N(C(=O)c2cc([N+](=O)[O-])cc([N+](=O)[O-])c2)C3)c1 (stereo not given in full)
    1.3%	-0.4%	?	0.4%	13.5%	4.2%	-3.3%	-3.5%
4: Cc1ccc(C2C(/C=C3/SC(=S)NC3=O)=C(c3cccs3)Oc3ccccc32)cc1 (stereo not given)
    ?	0.7%	?	19.2%	?	-3.8%	-19.3%	-6.3%
5: Cc1ccc(S(=O)(=O)N2CCC(=O)N(CCOCc3ccccc3C)CC2)cc1
    -4.3%	-1.6%	4.4%[2.36 µM]	6.2%	-9.1%	4.2%	-1.8%	-1.8%
6: CCN(Cc1cc2cccc(C)c2[nH]c1=O)C(=O)c1ccccc1OC
    0.8%	0.1%	-1.0%	-2.6%	-1.2%[46.1 µM]	-4.3%	-3.9%	-0.1%
7: O=C(NNc1nc2cc3c(cc2s1)OCCO3)c1ccccc1
    -13.1%	2.3%	-7.7%	6.0%	12.6%	2.8%	1.5%	-0.3%
8: Cc1ccc(C(=O)Cn2cnc3ccccc3c2=O)cc1
    8.5%	0.0%	-2.0%	-2.8%	18.9%[46.1 µM]	-1.6%	-5.5%	?
9: Cc1cc(NC(=O)c2cccc(S(=O)(=O)N3CCCCCC3)c2)n(-c2ccccn2)n1
    -17.6%	0.0%	-9.5%	-1.1%	-19.8%[46.1 µM]	-1.2%	0.0%	-4.1%
10: Cc1ccc(NC(=O)CCC(=O)NNC(=O)c2ccccc2Cl)c(C)c1
    0.1%	-1.1%	0.9%	13.1%	18.0%	4.2%	-1.6%	10.8%
11: COc1ccccc1NC(=O)N(Cc1ccco1)Cc1cc2c(C)ccc(C)c2[nH]c1=O
    -6.9%	-1.0%	-13.7%	-15.5%	-18.1%	2.9%	-2.9%	-4.1%
12: Cc1cc(C)cc(NC(=O)Nc2ccc(-n3ccc(C(F)(F)F)n3)cc2)c1
    ?	1.1%	5.1%	-0.1%	-37.4%	-2.5%	-6.7%	17.8µM*
13: CCn1c(-c2ccc(OC)c(OC)c2)n[nH]c1=S
    5.0%	4.8%	5.8%	0.2%	-6.5%[46.1 µM]	-4.7%	1.2%	-1.8%
14: CC(C)C[C@@H](CN(N=O)[C@@H](Cc1ccccc1)CN(C)N=O)N(CCc1ccccc1)N=O
    -9.4%	0.0%	1.1%	-4.2%	41.9%	-2.3%	-1.3%	4.4%
15: COc1cc(NC(=O)c2ccccc2)c(OC)cc1NC(C)=O
    -2.9%	-2.1%	4.3%	4.1%	-9.5%[46.1 µM]	-3.7%	-0.3%	6.8%
16: CC(C)NC(=O)c1ccc(-c2cccc(C(F)(F)F)c2)o1
    -1.5%	-0.9%	0.4%	1.0%	-9.4%[46.1 µM]	-7.6%	-3.4%	-6.5%
17: O=C(Nc1cc(N2CCOCC2)ncn1)Nc1cccc2ccccc12
    -24.2%	-0.4%	-0.1%	3.5%	3.7%[46.1 µM]	-3.0%	-0.5%	-12.8%
18: CCOC(=O)c1sc(NC(=O)C2CC2)nc1C
    -2.0%	2.8%	1.7%	-15.1%	6.0%[46.1 µM]	3.4%	-2.0%	11.0%
19: N#Cc1c(/N=C/N2CCOCC2)sc2c1CCCCC2
    -16.5%	-0.8%	-14.2%	-1.1%	-25.1%[46.1 µM]	-17.6%	-0.3%	15.1%
20: COc1ccc(Nc2cc(C)c3cc(NC(=O)Cc4ccc(Cl)cc4)ccc3n2)cc1
    5.01µM*[quencher]	0.0%	.	7.6%	.	.	-1.1%	-12.5%
21: Oc1ccc(-c2cn3c(n2)SCC3)cc1O
    14.1µM*[quencher]	1.2%	?	-1.3%	?	-1.9%	-3.6%	?
22: COc1ccc2nc(Nc3nc(C)c(C(C)=O)s3)sc2c1
    ?	6.0%	12.4%	-14.7%	?	-26.7%	-1.9%	7.3%
23: CCOc1ccc(/C=C2\CCc3ccccc3C2=O)cc1
    -25.0%	0.1%	-13.0%	3.8%	12.8%	-4.4%	-3.2%	-2.8%
24: O=C1CC(c2ccc3c(c2)OCO3)c2cc3c(cc2N1)OCO3 (stereo not given)
    -9.8%	-0.7%	12.9%	1.5%	-6.5%[46.1 µM]	4.8%	0.2%	-0.3%
25: CC(C)=CCn1cnc2c1c(=O)n(C)c(=O)n2C
    4.2%	-0.3%	-17.4%	2.5%	.	-5.1%	-0.3%	-4.6%
26: CCCOc1ccc(CNC(=O)CCCn2nc(C)c3sc4ccccc4c3c2=O)cc1
    -28.2%	-4.2%	.	5.9%	.	.	-6.7%	-5.1%
27: O=C(COC(=O)c1cc(-c2cccs2)nc2ccccc12)c1ccccc1
    ?	1.0%	.	5.7%	.	.	-2.2%	?
28: COC(=O)c1sccc1S(=O)(=O)Nc1ccc(N2CCCCC2)cc1
    ?	-2.8%	-23.6%	3.2%	-5.5%	-0.1%	-1.6%	5.6%
29: Clc1ccc(CSc2nnc(-c3c[nH]c4ccccc34)o2)cc1
    -29.2%	1.9%	8.8%	5.9%	?	6.2%	1.6%	?
30: COc1ccc(/C=C/C(=O)OCC(=O)Nc2ccc(Cl)cn2)cc1
    -10.3%	1.1%	12.8%	-2.4%	-5.2%	-8.3%	-4.5%	9.7%
31: CCc1ccccc1NC(=O)CSc1nnc([C@@H](NC(=O)OC(C)(C)C)C(C)C)o1
    -15.5%	0.9%	-5.1%	-23.5%	-11.1%[46.1 µM]	-1.9%	-0.6%	-4.3%
32: Cc1nnc(N/N=C/C2CC=CCC2)[nH]c1=O (stereo not given)
    -11.8%	2.1%	-13.1%	5.3%	-4.2%	5.5%	-4.3%	-18.6%
33: CN(Cc1ccccc1)c1ccc(N2C(=O)CCCC2=O)cc1[N+](=O)[O-]
    -1.7%	-1.8%	-7.9%	3.8%	20.3%	0.1%	-0.2%	-1.1%
34: Cc1nn2c(NCc3ccccn3)cc(C(C)(C)C)nc2c1-c1ccccc1
    ?	-1.2%	8.1%	-1.1%	-55.8%	-9.1%	-0.5%	?
35: COCCN(Cc1cc2cc(C)c(C)cc2nc1Cl)C(=O)N1CCOCC1
    3.0%	-0.2%	-2.8%	-4.4%	2.8%	3.0%	2.0%	1.5%
36: Cc1nnc(NC(=O)C2CCCN(c3ncccn3)C2)s1 (stereo not given)
    3.0%	0.7%	-1.9%	0.0%	-1.0%[46.1 µM]	9.0%	-0.6%	-1.6%
37: CCOCC(=O)Nc1nc2ccc(OCC)cc2s1
    -1.1%	-1.1%	8.4%	15.5%	-16.2%[46.1 µM]	3.8%	-0.3%	13.3%
38: COc1ccccc1-c1noc(-c2ccccc2)n1
    -5.0%	-12.7%	27.4%	-23.2%	-2.4%[46.1 µM]	-2.1%	-0.1%	-0.6%
39: COc1ccc(CCCC(=O)O)c(C)c1
    -5.3%	-0.8%	6.3%	-0.5%	-2.1%[46.1 µM]	3.7%	-2.4%	6.6%
40: COc1ccc(COC(=O)N/N=C2/C[C@@H](O)[C@@H](O)[C@@H]3[C@@H]4C(=O)N(C[C@@H]5CCCO5)C(=O)[C@H]4CC[C@@H]23)cc1
    1.6%[11.6 µM]	1.1%[10.1 µM]	5.2%[13.1 µM]	0.6%[11.2 µM]	.	8.8%[17.5 µM]	-19.4%[11.2 µM]	4.3%[11.6 µM]

Another view of some results above:
no.	mol	Tau fluor cs	Epigenetic derep	CBFb-RUNX1 inh	TRb-SRC2 inh	NPSR antag	aGal spleen mod	TR SRC2 fluor cs	Tau FP inhib
28	COC(=O)c1sccc1S(=O)(=O)Nc1ccc(N2CCCCC2)cc1	?	-2.8%	-23.6%	3.2%	-5.5%	-0.1%	-1.6%	5.6%
29	Clc1ccc(CSc2nnc(-c3c[nH]c4ccccc34)o2)cc1	-29.2%	1.9%	8.8%	5.9%	?	6.2%	1.6%	?
30	COc1ccc(/C=C/C(=O)OCC(=O)Nc2ccc(Cl)cn2)cc1	-10.3%	1.1%	12.8%	-2.4%	-5.2%	-8.3%	-4.5%	9.7%

Next results:
Each structure is followed by: Tau fluor cs	Epigenetic derep	CBFb-RUNX1 inh	TRb-SRC2 inh	NPSR antag	aGal spleen mod	TR SRC2 fluor cs	Tau FP inhib
41: O=C(NCCCN1CCOCC1)C1CCC(=O)N1C1CCCCC1 (stereo not given)
    -5.5%	-1.0%	2.4%	2.3%	-4.3%[46.1 µM]	5.0%	-0.6%	-2.6%
42: Cc1cc(C)c(C#N)c(SCC(=O)N2CCCCC2)n1
    -10.0%	0.0%	16.6%	-9.1%	-2.0%[46.1 µM]	2.9%	-2.4%	?
43: O=[N+]([O-])c1ccc(CN2CCOCCOCCOCC2)cc1
    -0.2%	-0.9%	-10.5%	13.7%	26.4%	-2.3%	-1.2%	-2.3%
44: CCN(CC)CCN(C(=O)CCOc1ccccc1)c1nc2ccc(F)cc2s1
    -14.0%	-2.1%	-1.1%	5.0%	-28.3%	1.5%	1.9%	-5.2%
45: COc1ccc(NC(=S)NCCc2ccc(Cl)cc2)c(OC)c1
    ?	-0.9%	-3.1%	-5.1%	-10.7%[46.1 µM]	1.9%	-2.5%	17.4%
46: N#CC1(C#N)C(c2ccccc2)OC23CCCCC2C1(C#N)C(=N)O3 (stereo not given)
    -6.6%	1.1%	-16.5%	44.7µM*	15.3%	?	?	-3.3%

Not all compounds are listed, so the mix of outcomes need not match the whole.
